HCV NS3 hel inh – HCV NS3 helicase inhibition; NS3 helicase DNA unwinding, Cy5 molecular beacon fluorescence; inhibition, % at 10.9 µM; 0.56% of 290,000 active; AID 1800;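 active means inhibition above the mean of all tested compounds plus 3 SD, set per campaign, cut at about 35% in these data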;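 further: 0% = DMSO wells and 100% = thioflavine S control wells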
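Compound dosing – single dose, 10.9 µM nominal final, DMSO 0.8% final · System – NS3 helicase fragment of HCV · Buffer or medium – MOPS pH 6.5, MgCl2, DTT, Tween20, BSA · Signal – Cy5 beacon fluorescence read at start and 1 h · Also added – annealed dual-labelled DNA beacon duplex, ATP-started · Schedule – 1 h at 25 °C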
CRFBP-R2 block – CRF-BP/CRF-R2 complex antagonism | HEK293 CRF-R2/CRF-BP, CRF-induced calcium fluorescence | inhibition, % at 11.8 µM | 0.59% of 350,000 active;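 active means inhibition of the ligand-induced calcium signal above about 50% at the single tested concentration, limit read from the data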
MEKK3 PB1 HTS – MEKK3-MEK5 PB1 interaction, increase or decrease; Q99759; bead-based flow cytometry, Alexa488-MEK5 binding to MEKK3; actives lie on both sides; 0 = blocked by unlabeled MEK5, 100 = vehicle; binding response (% of control), % at 10 µM; 1.4% of 290,000 active;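 active means binding response more than 3 SD above or below the average of its plate-row segment, actives on both sides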;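 further: Alexa488 bead fluorescence after subtracting the streptavidin-only scavenger bead signal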
GalR3 antag – antagonists of human GalR3 | O60755 | AID 651719 | inhibition, % at 3 µM | 0.44% of 360,000 active | HEK293 GalR3-CNG cAMP membrane potential fluorescence; galR3 body fused to GalR1 C-terminus;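 active means inhibition above the screen-wide average plus 3 SD, cut at about 13% in these data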;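 further: forskolin and galanin both at EC90 stimulate the cells; cAMP rise reported by CNG channel membrane potential dye signal; 0% = forskolin plus galanin with DMSO and 100% = forskolin alone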
Target sequence (O60755 1-299 limits assumed): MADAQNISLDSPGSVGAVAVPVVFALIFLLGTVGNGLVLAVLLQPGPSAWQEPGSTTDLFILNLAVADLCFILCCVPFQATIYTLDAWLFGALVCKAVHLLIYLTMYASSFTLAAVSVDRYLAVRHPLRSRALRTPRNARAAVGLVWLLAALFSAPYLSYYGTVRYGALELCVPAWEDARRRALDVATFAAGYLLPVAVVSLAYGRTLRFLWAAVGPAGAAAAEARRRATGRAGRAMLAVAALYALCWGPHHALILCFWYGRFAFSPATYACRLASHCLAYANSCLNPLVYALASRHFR
UBC9 SUMO inh – inhibitors of human SUMOylation (UBC9) | P63279 | HTRF SUMOylation assay, SAE1/SAE2 + UBC9, in vitro | inhibition, % at 35 µM | 0.36% of 290,000 active | AID 2006; in the data active means inhibition above about 50%, passing the limit was not always enough; further: strong numbers were not always called active
Target sequence (P63279 whole entry, looked up): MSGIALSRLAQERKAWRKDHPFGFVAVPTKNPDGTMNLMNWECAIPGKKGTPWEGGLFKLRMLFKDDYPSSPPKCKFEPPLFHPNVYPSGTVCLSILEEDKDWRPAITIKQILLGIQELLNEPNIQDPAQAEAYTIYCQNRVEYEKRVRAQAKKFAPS
DNA FID counter – displaces DNA intercalator in HCV helicase counter-screen. DNA fluorescent intercalator displacement, fluorescence. inhibition, % at 7.9 µM. 0.17% of 290,000 active; in the data active means inhibition above about 37%;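 further: 0% = vehicle and 100% = reference compound; higher means more ethidium bromide displaced from hairpin DNA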
MEKK2 WT-MEK5 – raises or lowers MEK5 binding to wildtype human MEKK2 PB1 domain; bead flow cytometry, Alexa488-MEK5 binding to MEKK2 WT; actives lie on both sides; 1.1% of 290,000 active; binding response (% of control), % at 10 µM; in the data active means binding response below about 67% or above about 130%
MEKK2mut PB1 HTS – signal of MEK5 binding to mutant human MEKK2 PB1 domain. bead flow cytometry, Alexa488-MEK5 binding to MEKK2 mutant. percent response, % at 10 µM. 0.35% of 290,000 active; in the data active means percent response above about 24%, passing the limit was not always enough; further: inactives centre near 1; some results filed as inactive read as strong as hits
CRFBP-R2 agonist – CRF-BP/CRF-R2 complex agonism; AID 588473; 0.46% of 350,000 active; activation, % at 13.2 µM; HEK293 CRF-R2/CRF-BP, calcium dye fluorescence (FLIPR); percent of saturating CRF peptide response;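 active means activation of at least 50%, plus an integration ratio under a set limit after plate pattern correction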;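 further: plate controls were neutral control wells without compound for no effect and CRF at EC100 for full effect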
An asterisk follows results filed as active; / = no result given. Only part of the results is shown; count on the stated rates, not on these rows.

Sample of the layout:
Letters: A = HCV NS3 hel inh; B = CRFBP-R2 block; C = MEKK3 PB1 HTS; D = GalR3 antag; E = UBC9 SUMO inh; F = DNA FID counter; G = MEKK2 WT-MEK5; H = MEKK2mut PB1 HTS; I = CRFBP-R2 agonist
COc1ccc(N2C(=O)CC(N(CCc3ccc(S(N)(=O)=O)cc3)C(=S)Nc3ccccc3)C2=O)cc1 (stereo not drawn)
  A: 4	B: -11	C: 98	D: -6	E: 17	F: -10	G: 95	H: -4	I: 3.4
COC(=O)c1ccccc1NC(=O)CSc1n[nH]c(-c2ccco2)n1
  A: 3	B: 6	C: 100	D: -5	E: 8	F: -20	G: 93	H: -5	I: -0.1

The listing (from the top)
Letters: A = HCV NS3 hel inh; B = CRFBP-R2 block; C = MEKK3 PB1 HTS; D = GalR3 antag; E = UBC9 SUMO inh; F = DNA FID counter; G = MEKK2 WT-MEK5; H = MEKK2mut PB1 HTS; I = CRFBP-R2 agonist
COc1ccc(N2C(=O)CC(N(CCc3ccc(S(N)(=O)=O)cc3)C(=S)Nc3ccccc3)C2=O)cc1 (stereo not drawn)
  A: 4	B: -11	C: 98	D: -6	E: 17	F: -10	G: 95	H: -4	I: 3.4
COC(=O)c1ccccc1NC(=O)CSc1n[nH]c(-c2ccco2)n1
  A: 3	B: 6	C: 100	D: -5	E: 8	F: -20	G: 93	H: -5	I: -0.1
Cc1[nH]nc2c1C(c1ccco1)C(C#N)=C(N)O2 (stereo not drawn)
  A: 0	B: -15	C: 109	D: -2	E: -4	F: -1	G: 110	H: -2	I: 2.5
Cc1cc(C)n2c(SCC(=O)N(C)C3CCS(=O)(=O)C3)nnc2n1 (stereo not drawn)
  A: 1	B: 7	C: 96	D: -6	E: -8	F: 4	G: 100	H: 1	I: -0.5
CC1CCN(CCc2nc3cc(NC(=O)COc4ccc(Cl)cc4)ccc3n2C)CC1
  A: -32	B: 5	C: 102	D: -10	E: 10	F: 20	G: 119	H: 13	I: 0.8
CCOC(=O)C1CCCN(c2c(NCCc3cccc(C)c3)c(=O)c2=O)C1 (stereo not drawn)
  A: 2	B: 14	C: 96	D: 0	E: -1	F: -23	G: 95	H: -3	I: -2.2
C/C(=N\NC(=O)CSc1nnc(C)s1)c1ccc(Cl)cc1
  A: 11	B: -7	C: 105	D: -6	E: 7	F: -3	G: 110	H: 29	I: -5.4
CCc1cccc(NC(=O)CCCn2nc(C)c3c(C)n(-c4ccccc4)nc3c2=O)c1
  A: 3	B: 6	C: 106	D: 3	E: 12	F: -55	G: 103	H: 2	I: 0.7
COc1cc(C(=O)Nc2ccc(C(=O)c3cccs3)cc2)cc(OC)c1OC
  A: -3	B: 1	C: 110	D: -10	E: -1	F: -25	G: 117	H: 12	I: 0.6
CC(=O)c1cccc(NC(=O)c2cc(-c3ccc(F)cc3)on2)c1
  A: -6	B: -1	C: 92	D: -5	E: -21	F: 2	G: 93	H: -11	I: -0.1
O=C(O)CC12CSc3[nH]c(=O)sc3C1c1ccccc1OC2=O (stereo not drawn)
  A: 10	B: /	C: 98	D: /	E: 25	F: -1	G: 100	H: 3	I: /
COC(=O)c1ccc2c(C)c(C(C)(C)O)[nH]c2c1
  A: -6	B: 4	C: 105	D: -2	E: 29	F: -13	G: 103	H: 1	I: -2.8
N#CC1(NC(=O)COc2ccc3oc4ccccc4c3c2)CCCCC1
  A: 3	B: 4	C: 101	D: -5	E: 7	F: -4	G: 107	H: 10	I: -1.5
CC(C)(C)c1ccc(C(=O)Cn2cnnc2C#N)cc1
  A: 2	B: 3	C: 104	D: 1	E: -5	F: -20	G: 101	H: 0	I: -1.9
Cc1ccc(S(=O)(=O)N2CCC(CN3C(=O)c4cccc5cccc(c45)C3=O)CC2)cc1
  A: -3	B: 10	C: 100	D: 2	E: -8	F: -13	G: 95	H: 1	I: -1.6

Some values from the results shown:
UBC9 SUMO inh result of Cc1ccc(S(=O)(=O)N2CCC(CN3C(=O)c4cccc5cccc(c45)C3=O)CC2)cc1 stands at -8
MEKK2mut PB1 HTS result of COC(=O)c1ccccc1NC(=O)CSc1n[nH]c(-c2ccco2)n1 stands at -5
MEKK3 PB1 HTS result of Cc1cc(C)n2c(SCC(=O)N(C)C3CCS(=O)(=O)C3)nnc2n1 (stereo not drawn) stands at 96

(further entries)
Letters: A = HCV NS3 hel inh; B = CRFBP-R2 block; C = MEKK3 PB1 HTS; D = GalR3 antag; E = UBC9 SUMO inh; F = DNA FID counter; G = MEKK2 WT-MEK5; H = MEKK2mut PB1 HTS; I = CRFBP-R2 agonist
CCCCOc1ccc(/C=N/NC(=O)c2nnn(-c3nonc3N)c2C)cc1
  A: 4	B: 19	C: 103	D: -7	E: /	F: 3	G: 99	H: 12	I: -0.4
COc1cccc(Cn2cnc3c(sc4nc(C)cc(C)c43)c2=O)c1
  A: -15	B: 9	C: 99	D: 0	E: 1	F: -31	G: 102	H: 2	I: -2.7
Cc1ccc2nc(-c3ccc(NC(=O)c4ccco4)cc3)[nH]c2c1
  A: -22	B: 35	C: 77	D: /	E: 9	F: 13	G: 86	H: -13	I: -4.3
CS(=O)(=O)c1ccc(Sc2nc3ccccc3[nH]2)c([N+](=O)[O-])c1
  A: -7	B: 4	C: 100	D: -3	E: -6	F: 8	G: 101	H: 6	I: 0.2
CCOC(=O)N1CCC(n2c(SCC(=O)NCCc3ccc(S(N)(=O)=O)cc3)nc3ccccc3c2=O)CC1
  A: -12	B: -13	C: 88	D: -2	E: -4	F: -46	G: 89	H: -13	I: 1.4
O=C(Oc1cccc2cccnc12)c1ccc2c(c1)OCCO2
  A: 0	B: 3	C: 96	D: 0	E: 14	F: -6	G: 95	H: 2	I: 1.1
CCOc1ccccc1NC(=O)c1ccc(CN2CCc3ccccc3C2)cc1
  A: -22	B: 0	C: 104	D: -8	E: -6	F: 1	G: 108	H: 4	I: 0.8
COc1ccc(S(=O)(=O)N(CCCN2CCCC2=O)Cc2cc3c(C)ccc(C)c3[nH]c2=O)cc1
  A: -5	B: -13	C: 108	D: 9	E: 7	F: -36	G: 114	H: 13	I: -1.0
Cc1cc(C)cc(NC(=O)[C@H](NC(=O)[C@@H]2Cc3ccccc3CN2)c2ccccc2)c1
  A: -36	B: -25	C: 102	D: /	E: 4	F: 25	G: 105	H: 5	I: 2.1
O=C(COC(=O)c1cc(S(=O)(=O)N2CCCCC2)ccc1N1CCOCC1)NCCc1ccc(F)cc1
  A: -1	B: -11	C: 90	D: -2	E: 1	F: -33	G: 89	H: -8	I: -1.4
COc1ccc(-c2cc3c(=O)n(CC(=O)Nc4cccc(Cl)c4)ncn3n2)cc1
  A: -3	B: -15	C: 102	D: -7	E: 29	F: -3	G: 101	H: -1	I: 0.6

Results in MEKK2mut PB1 HTS (two entries from above):
smiles	MEKK2mut PB1 HTS
COc1cc(C(=O)Nc2ccc(C(=O)c3cccs3)cc2)cc(OC)c1OC	12
CC(=O)c1cccc(NC(=O)c2cc(-c3ccc(F)cc3)on2)c1	-11

An excerpt of these results, with values under each structure.
Every second line gives: HCV NS3 hel inh | CRFBP-R2 block | MEKK3 PB1 HTS | GalR3 antag | UBC9 SUMO inh | DNA FID counter | MEKK2 WT-MEK5 | MEKK2mut PB1 HTS | CRFBP-R2 agonist
- Cc1cc(C)cc(NC(=O)[C@H](NC(=O)[C@@H]2Cc3ccccc3CN2)c2ccccc2)c1
 : -36 | -25 | 102 | / | 4 | 25 | 105 | 5 | 2.1
- O=C(COC(=O)c1cc(S(=O)(=O)N2CCCCC2)ccc1N1CCOCC1)NCCc1ccc(F)cc1
 : -1 | -11 | 90 | -2 | 1 | -33 | 89 | -8 | -1.4
- COc1ccc(-c2cc3c(=O)n(CC(=O)Nc4cccc(Cl)c4)ncn3n2)cc1
 : -3 | -15 | 102 | -7 | 29 | -3 | 101 | -1 | 0.6

Screens deposited in PubChem BioAssay by several laboratories.
